mABHD4 FP = inhibitors of mouse ABHD4. actives 0.54% (n = 370,000). AID 720543. purified mABHD4, FP-Rh probe fluorescence polarization. inhibition, % at 8.92 µM. Q8VD66;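 active = inhibition exceeding the mean over every tested compound plus 3 SD, cut at about 30% in these data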;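 note: 0% = plate median of compound wells and 100% = S159A mutant with DMSO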
Target sequence (Q8VD66 whole entry, looked up): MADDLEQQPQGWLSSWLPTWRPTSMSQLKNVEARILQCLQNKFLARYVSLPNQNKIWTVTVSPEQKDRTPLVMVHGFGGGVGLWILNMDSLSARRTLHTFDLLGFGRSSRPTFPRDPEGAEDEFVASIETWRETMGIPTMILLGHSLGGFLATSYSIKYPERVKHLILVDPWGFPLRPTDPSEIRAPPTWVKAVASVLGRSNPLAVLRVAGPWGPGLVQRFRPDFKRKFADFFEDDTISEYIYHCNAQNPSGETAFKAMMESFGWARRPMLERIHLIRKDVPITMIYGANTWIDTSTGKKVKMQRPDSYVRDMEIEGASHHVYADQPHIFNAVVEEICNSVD
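Doses – 8.92 µM, single dose · Material – wild-type mouse ABHD4 protein · Replication – single well per compound (singlicate) · Measure – percent inhibition of probe binding, normalized to plate controls · Schedule – 45 min compound pre-incubation plus 60 min probe step, 25 °C · Detection – fluorescence polarization with parallel and perpendicular emission, 525/598 nm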
NR1D1 modulator = Rev-erb alpha (human) modulation; P20393; Rev-erbα–FITC-DNA binding, fluorescence polarization, 90 min; activity, % at 10 µM; actives 0.79% (n = 370,000); AID 1259318;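 active = activity above about 14%, limit read from the data; passing the limit was not always enough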;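 note: 0% = DMSO wells with 35 nM protein and 100% = DMSO wells with 750 nM protein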
MBD2 inh = blocks human MBD2 binding to methylated DNA; actives 0.31% (n = 370,000); inhibition, % at 4.4 µM; TR-FRET, MBD2 binding to methylated oligonucleotide; in the data active = inhibition above about 13%
Target sequence (Q9UBB5 whole entry, looked up): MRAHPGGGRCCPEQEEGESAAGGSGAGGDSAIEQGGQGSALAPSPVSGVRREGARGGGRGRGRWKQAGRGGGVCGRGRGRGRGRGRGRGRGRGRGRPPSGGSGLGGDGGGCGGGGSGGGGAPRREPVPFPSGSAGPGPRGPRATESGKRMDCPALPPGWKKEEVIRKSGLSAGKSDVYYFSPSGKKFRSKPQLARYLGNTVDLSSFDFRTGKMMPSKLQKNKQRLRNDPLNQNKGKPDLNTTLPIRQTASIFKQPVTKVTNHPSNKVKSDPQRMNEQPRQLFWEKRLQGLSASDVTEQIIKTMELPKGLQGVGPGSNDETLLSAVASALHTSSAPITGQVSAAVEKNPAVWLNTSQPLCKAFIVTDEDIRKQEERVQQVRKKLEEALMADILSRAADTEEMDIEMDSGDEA
rCAG RNA binder = molecules binding r(CAG) RNA repeats; r(CAG) RNA repeat, TO-PRO-1 dye displacement fluorescence; inhibition, % at 3 µM; actives 1.3% (n = 370,000); AID 651821;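 active = inhibition above the plate cutoff, the mean of all test compounds on that plate plus 3 SD, cut at about 35% in these data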;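 note: 0% = DMSO alone and 100% = 100 µM mitoxantrone as full dye displacement; higher means more dye released from RNA so lower well fluorescence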
UHRF1 MBD2 ctr = UHRF1 methyl-DNA binding inhibition; UHRF1 binding to methylated oligo, TR-FRET; inhibition, % at 4.4 µM; actives 0.75% (n = 370,000); in the data active = inhibition above about 21%;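 note: UHRF1 SRA domain binding a hemimethylated CpG hairpin DNA probe; 0% = median of test compound wells and 100% = reference inhibitor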
LEDGF integ inh = blocks HIV-1 LEDGF/p75-dependent DNA integration; TR-FRET IN-LEDGF/p75 DNA integration, Eu/Cy5; inhibition, % at 3.7 µM; actives 0.64% (n = 370,000);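 active = inhibition above the screen-wide mean plus 3 SD, cut at about 13% in these data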;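 note: signal is the Cy5 over europium emission ratio at 671 and 618 nm; 0% = plate median of compound wells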
PRMT1 FP inh = inhibitors of human PRMT1 | Q99873 | recombinant PRMT1, activity-based probe fluorescence polarization | inhibition, % at 2.79 µM | actives 1.3% (n = 370,000);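 active = inhibition above about 21% made by adding two undisclosed values, limit read from the data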
PG9 binder = small molecules binding HIV-1 gp120 antibody PG9 | TR-FRET gp120-PG9 antibody binding | actives 0.43% (n = 360,000) | inhibition, % at 6.7 µM; in the data active = inhibition above about 8.5%
HTRA1 inh = blocks human HTRA1 serine peptidase. inhibition, % at 5.96 µM. actives 0.5% (n = 340,000). recombinant HTRA1, FP-rhodamine activity-based probe, fluorescence polarization; in the data active = inhibition above about 36%;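 note: 0% = enzyme with DMSO and 100% = wells lacking enzyme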
TCR CD3 inh = human TCR-CD3 binding inhibition | TAMRA-labeled TCR probe fluorescence, biochemical | inhibition, % at 9.4 µM | AID 651800 | actives 0.37% (n = 360,000); in the data active = inhibition above about 19%;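 note: recombinant mutant TCR 2C K166C tagged with TAMRA read by polarization; 0% = receptor in buffer alone and 100% = receptor with positive control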
Numbers without * were called inactive; . = not tested or not shown. A portion of the library. The share of hits here may be higher or lower than overall.

SMILES	mABHD4 FP	NR1D1 modulator	MBD2 inh	rCAG RNA binder	UHRF1 MBD2 ctr	LEDGF integ inh	PRMT1 FP inh	PG9 binder	HTRA1 inh	TCR CD3 inh
CCOC(=O)CNC(=O)c1ccc(Br)s1	6	0	4	-2	2	1	0	-0.9	-5	-4
CCC(=O)N(C)C[C@@H]1Oc2ncc(Br)cc2C(=O)N([C@@H](C)CO)C[C@H]1C	6	1	-6	1	-2	0	-1	-2.5	3	1
COc1ccc(C(=O)Nc2cccc(-c3csc(C)n3)c2)cc1S(=O)(=O)N1CCCC1	-44	1	-4	9	-1	12	-2	-2.2	-26	-10
CC(/C=N/NC(=O)c1nnn(-c2nonc2N)c1C(C)C)=C\c1ccccc1	-10	-1	-1	-1	-2	-3	0	0.5	-29	-2
Cc1nnc(N2C(=O)c3oc4ccccc4c(=O)c3C2c2ccco2)s1 (stereo not given)	3	-3	0	4	4	0	5	-2.9	7	-1
CS(=O)(=O)N(CC(=O)N1CCCCCC1)c1ccccc1	-2	-7	1	-2	5	1	-1	0.4	2	13
Nc1nc2c(ncn2-c2ccccc2)c(=O)[nH]1	6	1	-4	1	-1	0	-3	0.6	-2	5
Cc1nnsc1S(=O)(=O)Cc1ccccc1C(F)(F)F	0	-1	1	0	0	1	-4	-0.4	0	3
CCNc1nc(NC(C)C)nc(OCC)n1	-1	1	1	0	0	-2	0	0.7	0	2
Nc1nonc1C(=O)NCCNCc1ccccc1	6	-3	4	-2	-3	-1	-2	-1.4	2	-1
CCc1cc(C(=O)c2ccccc2)c(N)s1	-1	-6	-5	0	-1	-1	-4	-1.9	9	-5
CCOC(=O)c1ccc(NC(=S)N2CCSC2c2ccc(Br)cc2)cc1 (stereo not given)	-3	-1	-2	3	0	-1	82*	1.1	-23	7
CCOc1ccc(CCNC(=O)c2ccc3c(=O)n4c(nc3c2)CCCCC4)cc1	-1	5	1	1	-1	0	-2	0.4	-7	11
CC(=O)N/N=C/c1c(C)[nH]n(-c2ccccc2)c1=O	1	2	-5	2	-8	-2	3	-3.6	4	-7
CCn1c(SCC(=O)N/N=C/c2ccc(OC)c(OC)c2)nc2ccccc21	4	8	-5	1	-4	-1	3	1.6	0	3
CC(=O)Oc1ccc(C23c4ccccc4C2(OC(C)=O)c2cc(OC(C)=O)ccc23)cc1 (stereo not given)	8	9	-1	13	-2	-3	1	0.2	0	2
COCCCNC(=O)CCn1c(=O)c2ccccc2n(Cc2cccc([N+](=O)[O-])c2)c1=O	-2	-6	2	-5	7	0	-2	-1.0	6	4
Cc1c(CCO)c(=O)n(C)n1C(=O)c1ccc(F)cc1	-4	-1	-4	-3	-5	-3	-4	-3.2	4	8
COc1ccc2sc(N(CCCN(C)C)C(=O)c3ccc(S(=O)(=O)N(C)Cc4ccccc4)cc3)nc2c1	10	8	-2	-6	1	-4	-1	2.7	-23	-5
NS(=O)(=O)c1ccc(CNC(=O)CCSCCC(=O)NCc2ccc(S(N)(=O)=O)cc2)cc1	3	-8	3	6	2	4	3	0.1	-6	0
CC(C)CN1CCN(Cc2nc3ccccc3s2)CC1CCO (stereo not given)	-4	0	-8	1	-4	4	-4	0.9	3	7
CC1CC(C)CN(C(=O)/C(=C\c2ccccc2)c2ccccc2)C1 (stereo not given)	-2	4	1	-9	6	2	2	-0.9	-34	4
NC(c1csc(NC(=O)Nc2ccccc2Cl)n1)C1CCCCC1 (stereo not given)	-8	-4	3	23	-1	-3	1	-1.3	.	-3
O=C(N/C(=C/c1ccc(Br)cc1)C(=O)N1CCCCC1)c1ccccc1F	-4	-2	2	-9	-4	2	-2	-1.3	-1	7
Cc1ccc(CC(=O)N2CC(C)OC(C)C2)cc1 (stereo not given)	6	-5	0	-1	0	-1	-4	-0.3	-3	3
O=C(OCc1cncs1)c1ccccc1	1	4	-5	-1	1	0	1	-3.0	4	3
CN(C)S(=O)(=O)c1ccc(NC(=S)NC(=O)c2ccc(Br)o2)cc1	6	-1	-6	1	0	0	0	1.6	.	-6
CCN1C(=O)C(=O)N(CC(=O)N2CCC(C)Sc3ccccc32)C1=O (stereo not given)	-6	-3	-1	1	4	1	0	-0.9	-1	-9
Cc1nc(SCC(=O)Nc2c(C)n(C)n(-c3ccccc3)c2=O)[nH]c(=O)c1Cc1ccccc1	5	-6	1	-2	1	3	1	-0.3	6	-5
CCN=C1NC(c2ccccc2)C(C(=O)OC)=C(C)N1Cc1ccc(C(F)(F)F)cc1 (stereo not given)	1	-5	1	8	3	1	-1	-0.6	.	2
COc1ccc(C2CC(=O)C(c3ccc(Cl)cc3)=CN2Cc2ccccc2)cc1 (stereo not given)	0	1	4	5	2	0	1	-1.6	.	1
CCC(=O)Nc1cccc(-c2nc3ccccc3c(=O)o2)c1	2	0	1	6	5	3	3	-1.1	0	-3
COc1cc(/C=C(/NC(=O)c2ccc(Cl)cc2Cl)C(=O)O)cc(OC)c1OC	-7	5	3	1	-4	3	-3	0.9	-3	3
c1ccc(CCc2nn3c(Cn4nnc5ccccc54)nnc3s2)cc1	3	9	1	3	-2	-2	5	-1.5	-3	1
Cc1cccc2cc(COC(=O)c3ccco3)c(=O)[nH]c12	3	7	-3	-3	2	2	-1	5.6	-4	-6
CC1CCN(C(=O)C2COc3ccccc3O2)CC1 (stereo not given)	2	1	-1	-1	0	-3	10	0.8	9	7
CCOC(=O)C1=C(C)N(Cc2ccccc2)C(=O)NC1c1ccccc1OS(=O)(=O)c1ccccc1[N+](=O)[O-] (stereo not given)	-8	-2	1	6	-1	-2	1	0.8	-24	4
CC1CCN(C(=O)c2ccc3c(=O)n4c(nc3c2)CCCCC4)CC1	-1	4	3	-11	-2	1	-3	0.8	-3	9
O=C(NC(c1ccc(Cl)cc1)c1cnccn1)C1CCN(Cc2cccc(C(F)(F)F)c2)CC1 (stereo not given)	10	-3	-1	-1	1	4	0	-1.5	.	5
COC(=O)c1ccc(NC(=O)CN2C(=O)NC3(CCC(C)CC3)C2=O)cc1 (stereo not given)	-1	-3	-1	2	0	-1	-4	0.1	12	1

Structures listed so far that have an aryl thioether with sulfur outside any ring, in the order listed:
SMILES	mABHD4 FP	NR1D1 modulator	MBD2 inh	rCAG RNA binder	UHRF1 MBD2 ctr	LEDGF integ inh	PRMT1 FP inh	PG9 binder	HTRA1 inh	TCR CD3 inh
CCn1c(SCC(=O)N/N=C/c2ccc(OC)c(OC)c2)nc2ccccc21	4	8	-5	1	-4	-1	3	1.6	0	3
Cc1nc(SCC(=O)Nc2c(C)n(C)n(-c3ccccc3)c2=O)[nH]c(=O)c1Cc1ccccc1	5	-6	1	-2	1	3	1	-0.3	6	-5

Of the compounds above, three contain a furan ring, fused or not.
SMILES	mABHD4 FP	NR1D1 modulator	MBD2 inh	rCAG RNA binder	UHRF1 MBD2 ctr	LEDGF integ inh	PRMT1 FP inh	PG9 binder	HTRA1 inh	TCR CD3 inh
Cc1nnc(N2C(=O)c3oc4ccccc4c(=O)c3C2c2ccco2)s1 (stereo not given)	3	-3	0	4	4	0	5	-2.9	7	-1
CN(C)S(=O)(=O)c1ccc(NC(=S)NC(=O)c2ccc(Br)o2)cc1	6	-1	-6	1	0	0	0	1.6	.	-6
Cc1cccc2cc(COC(=O)c3ccco3)c(=O)[nH]c12	3	7	-3	-3	2	2	-1	5.6	-4	-6

(further entries)
SMILES	mABHD4 FP	NR1D1 modulator	MBD2 inh	rCAG RNA binder	UHRF1 MBD2 ctr	LEDGF integ inh	PRMT1 FP inh	PG9 binder	HTRA1 inh	TCR CD3 inh
CN(C)CC(=O)N[C@@H]1C[C@@H]2O[C@H](CO)CC[C@@H]2O[C@@H]1CCc1ccc(C#Cc2ccccc2)cc1	3	2	0	2	5	5	0	.	.	.
COc1ccc(OC)c(-c2nnc(SCC(=O)N3CCCC3)o2)c1	2	1	7	0	1	2	3	4.8	-4	-8
CC1CCN(C(=O)CN(Cc2ccc(F)cc2)S(C)(=O)=O)CC1	0	1	-6	-5	-3	4	-3	1.5	3	7
CCN(CC(=O)Nc1c(F)cccc1F)C(=O)CSCc1ccc(C)cc1	-4	-2	1	3	0	2	1	-1.0	3	0
CSCCC(NC(=O)CCNC(=O)c1ccccc1Cl)c1nc2ccccc2[nH]1 (stereo not given)	2	-3	-8	4	-1	1	-1	-0.8	2	4
Cc1ccc(NC(=O)c2sc3nc(N4CCOCC4)c4c(c3c2N)CC(C)(C)OC4)cc1	-9	6	-2	11	2	0	22*	4.1	-6	-11
O=C(Nc1nc2ccccc2[nH]1)C1CCN(S(=O)(=O)c2cccs2)CC1	-2	-3	-2	3	-1	1	-1	-0.8	-1	4
Cn1nc(C(=O)OCc2ccc(Br)cc2F)c2ccccc2c1=O	2	13	-1	0	0	-4	0	0.3	-2	2
O=C(Nc1ncc2c(n1)CC(c1ccco1)CC2=O)c1ccco1 (stereo not given)	12	1	-3	2	10	13*	36*	-0.9	11	-7
COc1ccc(NC(=O)CN(C)C(C)C(=O)N2CCCCC2)cc1 (stereo not given)	4	-1	0	-1	1	-2	0	-0.4	0	9
Cc1cnc(CN(C)C(=O)CC2C(=O)NCCN2CCCc2ccccc2)[nH]1 (stereo not given)	2	-5	-3	-3	-1	-1	6	1.2	-3	0
CC(C)c1ccccc1OCCNC(=O)c1cncc(Br)c1	-3	-5	5	-5	15	1	-3	0.4	-10	3
COc1ccc(OCCNC(=O)/C=C/c2ccccc2)cc1	-3	4	-1	-6	-2	-1	-1	-0.5	-5	4
O=C(O)CCC(=O)N1N=C(c2cccs2)CC1c1cn(-c2ccccc2)nc1-c1ccccc1 (stereo not given)	-5	2	1	54*	-2	2	-4	-1.0	-29	-7
O=C(NC1CCCCC1)c1sc(N2CCOCC2)nc1-c1ccccc1	-4	1	2	-3	-1	4	0	0.0	-1	6
O=C(c1cc(-c2ccncc2)nc2c(Cl)cccc12)N1CCN(c2ccccc2F)CC1	-2	-3	-3	3	0	0	-2	-2.0	-41	2
COc1ccc(Cc2c(-c3cccc(Br)c3)nc3c(C)cc(Br)cn23)c(C)c1	-11	16	2	13	9	-1	-2	2.3	.	-4
CC[C@@]1(C(=O)OC)N[C@H](CN(C)C(=O)Nc2ccc(F)cc2)[C@@H]2C(=O)N(Cc3ccccc3)C(=O)[C@@H]21	4	6	0	2	0	-4	2	-0.2	4	-3
COc1cc(CNS(=O)(=O)c2ccc3c(c2)CC(C)N3C(C)=O)cc(OC)c1OC (stereo not given)	1	-5	0	-4	-2	0	0	-0.2	-3	1
CNC(=O)c1ccc(Nc2nnc(-c3ccc(C(N)=O)cc3)c3ccccc23)cc1	-4	-8	5	-3	-2	1	-4	-0.7	-3	2
Cc1ccc(NC(=S)N2CCN(S(C)(=O)=O)CC2)cc1	-3	7	-4	3	1	2	-2	-1.9	2	2
CC1=C(C(=O)N2CCCCCC2)CC(CC(=O)NCCCN(C)C)C(=O)N1CCCN1CCCC1=O (stereo not given)	3	3	-4	3	1	0	-5	-0.9	.	-6
COc1ccc(NC(=O)C2CCCN(C(=O)Nc3ccc(F)cc3)C2)cc1OC (stereo not given)	9	1	0	-7	17	-1	-1	0.0	2	-4
Cn1ccc2c(-c3ccc4c(c3)OCCO4)cc3c(c21)C1CCC3O1 (stereo not given)	6	0	2	3	1	-3	2	1.4	.	-7
Nc1nc2n(n1)C(c1cccc(Cl)c1)CC(c1ccc(F)cc1)N2 (stereo not given)	6	-3	3	1	0	0	9	-1.3	11	-7
Cc1cccc2c1-c1sc(C(=O)N3CCCCC3)cc1CO2	3	-1	-4	1	-1	-3	5	-1.4	-11	7

Compound activity: PubChem BioAssay, several laboratories
